Source: PubChem BioAssay (Sanford-Burnham Center for Chemical Genomics)
697 NFkB inh = inhibitors of PMA/ionomycin-induced NF-kB reporter, 697 cells, primary screen, B-cell NF-kB inhibitor project, cell-based, luminescence, uHTS; inhibition, % at 4 µM; 697 B-cell NF-kB luciferase reporter, 16 h; AID 435022, 2010; 330,000 compounds, 0.33% hits; in the data active = inhibition above about 35%
Jurkat NFkB inh = inhibitors of induced NF-kB luciferase reporter, primary screen, TCR NF-kB activation inhibitor project, cell-based, luminescence, uHTS. 330,000 compounds, 0.53% hits. Jurkat, PMA/ionomycin-induced NF-kB luciferase reporter. inhibition, % at 4 µM. AID 435003, 2010; in the data active = inhibition above about 50%
Gli-Sufu block = Gli-Sufu pathway antagonists, primary screen, luciferase luminescence, Sufu-KO-LIGHT cells, uHTS | Sufu-KO-LIGHT fibroblasts, Gli luciferase reporter luminescence | inhibition, % at 5 µM | 340,000 compounds, 0.74% hits;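 active = inhibition above about 55%, limit read from the data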;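 note: 0% = DMSO-treated cells and 100% = wells with medium but no cells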
CXCR6 block = CXCR6 receptor inhibitors, primary screen, cell-based, beta-arrestin, luminescence, CHO-K1 PathHunter, 1536-well | inhibition, % at 20 µM | 360,000 compounds, 0.36% hits; in the data active = inhibition above about 34%, passing the limit was not always enough;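 note: antagonist mode with CXCL16 agonist at 10 nM final; 0% = 10 nM CXCL16 with DMSO and 100% = unstimulated wells without agonist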
Target sequence (O00574 whole entry, looked up): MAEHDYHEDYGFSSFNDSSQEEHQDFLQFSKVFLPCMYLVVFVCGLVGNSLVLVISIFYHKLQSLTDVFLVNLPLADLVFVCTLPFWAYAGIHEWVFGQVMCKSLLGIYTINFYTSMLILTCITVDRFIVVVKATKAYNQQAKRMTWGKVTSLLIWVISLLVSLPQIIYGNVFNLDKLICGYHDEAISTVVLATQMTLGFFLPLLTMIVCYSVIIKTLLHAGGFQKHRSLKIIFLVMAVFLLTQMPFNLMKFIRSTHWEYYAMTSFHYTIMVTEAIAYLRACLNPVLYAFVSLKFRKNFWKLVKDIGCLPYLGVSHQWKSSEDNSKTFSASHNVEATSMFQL
CCR6 antagonist = CCR6 receptor antagonists, primary screen, cell-based, CHO-K1, luminescence, beta-arrestin, uHTS; C-C chemokine receptor type 6 (Homo sapiens), P51684; CHO-K1 CCR6 PathHunter beta-arrestin, CCL20-stimulated; inhibition, % at 20 µM; 340,000 compounds, 0.49% hits; AID 493098, 2011;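 active = compounds whose inhibition of the agonist-driven luminescence signal at 20 µM reaches about 50%, limit read from the data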;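 note: cells stimulated with CCL20 at 14 nM final; plate controls were DMSO with CCL20 for no effect and DMSO without agonist for full effect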
UBC13 inh = UBC13 polyubiquitin chain formation inhibitors, primary screen, biochemical, TR-FRET, uHTS; 330,000 compounds, 0.47% hits; inhibition, % at 20 µM; Ubiquitin-conjugating enzyme E2 N (Homo sapiens), P61088; AID 485273, 2010; in the data active = inhibition above about 45%, passing the limit was not always enough
EBI2 block = EBI2 receptor antagonists, beta-arrestin recruitment, primary screen, cell-based, luminescence, 7a,25-OHC stimulation, uHTS; inhibition, % at 5 µM; G-protein coupled receptor 183 (Homo sapiens), P32249; AID 651636, 2012; 7a,25-OHC stimulated; 360,000 compounds, 0.81% hits; in the data active = inhibition above about 38%;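 note: enzyme fragment complementation signal reports receptor beta-arrestin coupling in cells; 0% = agonist plus DMSO wells and 100% = wells without agonist; some results beyond the cut were filed as inactive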
Target sequence (P32249 whole entry, looked up, the tested form may be a part): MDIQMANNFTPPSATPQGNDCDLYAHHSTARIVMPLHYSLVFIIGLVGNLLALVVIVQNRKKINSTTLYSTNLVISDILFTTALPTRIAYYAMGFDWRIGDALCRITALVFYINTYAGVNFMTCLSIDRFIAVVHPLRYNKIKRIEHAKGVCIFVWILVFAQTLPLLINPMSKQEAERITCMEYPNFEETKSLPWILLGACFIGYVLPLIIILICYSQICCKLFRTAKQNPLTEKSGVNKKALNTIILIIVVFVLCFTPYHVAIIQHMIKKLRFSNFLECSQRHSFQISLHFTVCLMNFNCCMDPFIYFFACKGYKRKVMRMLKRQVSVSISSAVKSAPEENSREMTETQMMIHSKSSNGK
APJ antag = antagonists of human apelin receptor APJ, primary screen, CHO-K1 cells, beta-arrestin complementation, luminescence; P35414; inhibition, % at 20 µM; 330,000 compounds, 0.32% hits; AID 2521, 2010;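 active = inhibition above about 40% at 20 µM, limit read from the data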;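 note: cells challenged with 10 nM apelin-13 agonist together with compound; plate controls were apelin-13 plus DMSO wells for no effect and DMSO wells lacking apelin-13 for full effect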
Target sequence (P35414 whole entry, looked up): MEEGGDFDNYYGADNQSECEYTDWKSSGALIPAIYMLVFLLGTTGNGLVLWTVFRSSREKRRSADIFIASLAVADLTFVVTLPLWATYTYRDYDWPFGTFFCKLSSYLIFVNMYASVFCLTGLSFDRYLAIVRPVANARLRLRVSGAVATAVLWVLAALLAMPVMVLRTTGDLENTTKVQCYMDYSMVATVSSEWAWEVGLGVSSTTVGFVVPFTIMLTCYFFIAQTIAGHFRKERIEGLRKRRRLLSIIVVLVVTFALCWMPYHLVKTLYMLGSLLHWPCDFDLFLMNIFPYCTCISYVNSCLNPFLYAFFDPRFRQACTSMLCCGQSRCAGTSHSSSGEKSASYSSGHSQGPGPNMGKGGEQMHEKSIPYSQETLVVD
An asterisk follows results filed as active; . = not tested or not shown.

canonical_smiles	Gli-Sufu block	CXCR6 block	Jurkat NFkB inh	CCR6 antagonist	697 NFkB inh	UBC13 inh	EBI2 block	APJ antag
CC(C)c1ccc(NC(=O)C2CCC(CNC(=O)[C@@H]3Cc4ccccc4CN3)CC2)cc1 (stereo partly specified)	14.5	-0.3	-11.0	14.1	7.2	-5.5	10.7	9.6
Cc1ccc(S(=O)(=O)N2CCC(C(=O)NC3CCCCC3C)CC2)cc1 (stereo unspecified)	34.2	-7.9	16.0	0.1	-26.7	-12.1	-6.7	-11.5
Cc1ccc(C(=O)NCC(=O)N2CCCN(S(=O)(=O)c3ccc(C)cc3)CC2)cc1	-7.3	-4.2	-10.4	4.8	17.2	-8.3	-1.1	-0.4
CCN(Cc1ccccc1)C(=O)CN1C(=O)c2ccccc2S1(=O)=O	-1.9	4.0	-10.4	0.6	15.9	-0.4	4.4	17.9
CN1C(=O)C(C)(C)c2cc(S(=O)(=O)N(C)Cc3ccccc3)ccc21	-4.4	-12.7	4.2	1.6	-6.2	9.4	10.8	-2.2
CC1CCN(C(=O)c2[nH]cnc2C(=O)Nc2ccc(Cl)cc2)CC1	3.3	-2.3	6.0	-8.6	4.8	-21.4	8.1	1.8
CCC(C(=O)O/N=C(\N)c1cccc(C)c1)c1ccccc1 (stereo unspecified)	-37.8	-5.1	-11.6	-3.0	-1.0	1.7	14.8	-11.4
O=C(c1ccccc1)c1c[nH]c2cc3c(cc2c1=O)OCCO3	-46.9	-1.4	-5.6	-21.6	-7.3	2.9	-7.4	-20.6
Cc1cc(=O)[nH]c2c1c(C)nn2C(C)(C)C	4.0	-7.9	-4.2	-5.8	-6.3	-1.5	-11.7	3.6
O=[N+]([O-])c1ccc(S(=O)(=O)NCCCc2ccccc2)cc1	1.7	-14.0	10.0	-15.7	23.8	1.3	-3.6	-10.3
CN=C(Nc1ccc(C)c(C)c1)SC1CC(=O)N(c2ccc(OC)cc2)C1=O (stereo unspecified)	1.5	-8.6	-3.1	-13.6	9.4	-3.4	-8.3	5.2
CC(NC(=O)CCCc1c[nH]c2ccccc12)c1ccc(F)cc1 (stereo unspecified)	-9.3	-0.8	-31.2	21.9	0.5	-1.5	13.1	-15.7
COc1ccccc1C(=O)Nc1ccccc1SC(=O)c1ccccc1OC	42.8	-23.5	-26.9	-0.5	-95.4	4.8	18.6	0.4
COCCn1c(N)c(N(Cc2ccccc2)C(=O)c2ccc(-c3ccc(Cl)cc3)o2)c(=O)[nH]c1=O	3.7	-1.6	-17.9	2.7	-19.4	5.2	-1.3	-61.8
CC1(C)CN2C(=S)N(c3ccccc3)C(c3ccccc3)N2C1 (stereo unspecified)	2.8	3.1	-8.1	27.5	-10.6	4.4	-0.5	6.7
CC1(CNC(=O)C(=O)NCC2(C)CO2)CO1 (stereo unspecified)	1.2	4.3	.	3.6	.	.	-1.3	.
O=C1Nc2ccccc2C12Nc1ccccc1-c1nc3ccccc3n12 (stereo unspecified)	3.5	-11.0	13.2	-3.2	4.2	11.0	1.9	5.5
CC1=CC(=NOC(=O)/C=C/c2ccccc2)C=C(C)C1=O	3.1	21.6	12.7	11.0	11.1	3.9	0.4	-10.3
CCN1CCN(c2cc3c(cc2F)c(=O)c(S(=O)(=O)c2ccccc2)cn3C)CC1	8.6	0.8	1.9	16.6	0.2	7.6	2.5	-6.8
CN(Cc1cccs1)C(=O)COc1cccc(-n2cnnn2)c1	10.0	12.2	4.4	20.8	2.5	-6.3	-0.4	-24.9

Entries of single compounds, looked up by structure:
Cc1ccc(C(=O)NCC(=O)N2CCCN(S(=O)(=O)c3ccc(C)cc3)CC2)cc1 in the list: Gli-Sufu block: -7.3; CXCR6 block: -4.2; Jurkat NFkB inh: -10.4; CCR6 antagonist: 4.8; 697 NFkB inh: 17.2; UBC13 inh: -8.3; EBI2 block: -1.1; APJ antag: -0.4
CN=C(Nc1ccc(C)c(C)c1)SC1CC(=O)N(c2ccc(OC)cc2)C1=O (stereo unspecified) in the list: Gli-Sufu block: 1.5; CXCR6 block: -8.6; Jurkat NFkB inh: -3.1; CCR6 antagonist: -13.6; 697 NFkB inh: 9.4; UBC13 inh: -3.4; EBI2 block: -8.3; APJ antag: 5.2
Cc1cc(=O)[nH]c2c1c(C)nn2C(C)(C)C in the list: Gli-Sufu block: 4.0; CXCR6 block: -7.9; Jurkat NFkB inh: -4.2; CCR6 antagonist: -5.8; 697 NFkB inh: -6.3; UBC13 inh: -1.5; EBI2 block: -11.7; APJ antag: 3.6

Going on with the list.
canonical_smiles	Gli-Sufu block	CXCR6 block	Jurkat NFkB inh	CCR6 antagonist	697 NFkB inh	UBC13 inh	EBI2 block	APJ antag
COCCN1C(=NCCCOC(C)C)N[C@@H](c2ccccc2)C(C(=O)OC)=C1C	15.9	6.5	-0.5	13.2	-23.8	-4.4	-4.8	-12.6
Oc1ccc2ccccc2c1C=NCc1ccccc1	-3.9	-4.9	0.2	-1.7	-18.1	-11.7	-3.4	-17.3
CCN(Cc1ccccc1)S(=O)(=O)c1cc2[nH]c(=O)c(=O)[nH]c2cc1C	7.0	-0.9	-2.6	10.3	-10.5	10.8	-3.9	15.2
O=C(CSc1ncnc2scc(-c3ccccc3)c12)N1CCN(Cc2ccc3c(c2)OCO3)CC1	7.7	-1.7	5.6	18.2	-23.4	-6.6	2.5	-2.0
CCOc1ccc2c3c(c(=O)oc2c1OCC)CCCC3	0.4	-7.2	-7.3	7.5	8.5	11.4	4.1	9.0
CC(NC(=O)CSc1nnc(-c2cccnc2)n1N)c1ccccc1 (stereo unspecified)	14.7	-0.9	-4.5	-0.9	15.7	-8.1	-8.7	-0.4
O=C(COc1cc(O)c2c(=O)cc(-c3ccccc3)oc2c1)c1ccc(F)cc1	7.8	2.3	-11.8	15.2	12.4	-2.1	4.8	1.6
COc1cccc(NC(=O)CCN2C(=O)c3ccccc3S2(=O)=O)c1	-6.2	17.6	21.2	2.5	7.9	20.7	-1.4	19.1
O=C(Nc1ccc2c(c1)OCCO2)C1CCCN1S(=O)(=O)c1cccc2cccnc12 (stereo unspecified)	-2.7	5.3	8.7	-7.2	0.9	-2.6	-8.8	-10.0
CCCc1c(O)nc(SCC(=O)N2CCCCC2)[nH]c1=O	3.8	-0.6	-5.3	0.3	7.4	1.0	-2.2	-6.6
CC(C)(C)CC(=O)O/N=C(\N)c1ccccn1	.	-11.6	-47.1	0.2	-89.3	8.6	-13.4	-0.8
COc1c(Cl)cc(-c2noc(C)c2C(=O)NCc2ccccc2)cc1Cl	7.3	1.4	0.2	4.1	3.8	13.5	6.4	-3.0
CCOC(=O)CSCC(=O)N1CCC(Cc2ccccc2)CC1	13.7	5.7	8.0	3.0	3.5	2.7	-20.1	-1.5
COc1ccc(NC(=O)COC(=O)c2ccc(S(=O)(=O)N3CCCCCC3)cc2)c(OC)c1	0.6	-8.2	5.8	1.9	24.2	1.4	-1.8	8.1
CCc1ccc(C(=O)N2CCCC2)s1	1.0	-4.6	-10.4	0.1	21.3	-9.6	-6.6	10.5
COc1ccc(-c2cc(C(=O)Nc3ccccc3N3CCOCC3)c3ccccc3n2)cc1OC	18.3	1.0	4.4	6.1	11.7	-10.1	8.2	4.0
COCCN(C(=O)COC(=O)/C=C/c1ccc(OC)c(OC)c1)c1c(N)n(Cc2ccccc2)c(=O)[nH]c1=O	-7.0	1.5	12.3	-4.2	4.2	-7.6	-2.9	16.6
Cc1ccc(-n2c(-c3ccc(Cl)cc3Cl)n[nH]c2=S)cc1	24.6	-6.4	-12.5	12.8	-12.7	-8.2	-6.7	9.5
CC12CC3(C)CC(C)(C1)CC(C(=O)NCc1cccnc1)(C2)C3	20.7	3.1	1.4	18.6	-10.5	-10.7	-0.3	4.6
N/C(CC(=O)NC1CCCCC1)=N\OCC(=O)Nc1ccc(Cl)c(Cl)c1	1.4	-3.9	-3.1	2.4	-2.7	-3.1	-16.1	4.2
Cc1ccc(C)c(CN2CCCNC2=O)c1	-4.5	-9.6	17.8	-13.0	9.9	7.2	-7.5	-7.9
CCCCn1c(SCC(N)=O)nnc1-c1cc(OC)c(OC)c(OC)c1	.	.	7.6	.	18.4	6.4	.	-11.7
CCOC(=O)Nc1ccc2c(c1)N(C(=O)CCN1CCOCC1)c1ccccc1S2=O (stereo unspecified)	3.8	8.8	9.9	-10.9	7.7	4.3	6.8	-10.0
Cc1c(NC(=O)C(=O)/C=C(/O)c2ccccc2)c(=O)n(-c2ccccc2)n1C	23.6	-1.5	-6.5	-6.7	3.9	-4.8	-8.6	-9.2
O=C(Nc1cc(Cl)ccc1Cl)c1ccc(OC(=O)c2ccco2)cc1	-4.2	-0.4	14.6	0.9	14.4	11.0	3.5	23.2
CCCCN1CC(COCc2ccccc2)Oc2ccccc2S1(=O)=O (stereo unspecified)	-21.9	6.0	.	28.7	12.0	.	9.0	.
NC(=O)c1cnn2c(-c3cccc(C(F)(F)F)c3)ccnc12	-10.0	-7.7	14.8	-9.9	0.7	12.0	12.3	-2.1
COc1ccc(OC)c(-c2cc(-c3cccnc3)nc(N)c2C#N)c1	-2.9	-2.2	35.1	4.4	-57.1	3.0	2.0	-6.3
CC(C)(C)c1ccc(C(=O)/C(C#N)=C/c2cccs2)cc1	-2.4	10.2	6.0	18.9	16.8	-0.7	7.2	-2.2
COc1ccccc1CCC(=O)Nc1cc(S(=O)(=O)N2CCOCC2)ccc1N1CCCC1	-1.7	-5.3	-10.9	10.2	-8.3	2.6	-4.8	16.5
Cc1cc(C)cc(OCCCC(=O)O)c1	-4.9	3.4	-1.3	-1.2	17.5	0.0	0.0	11.2
O=C(Nc1ccccc1)N(Cc1ccc(Cl)cc1)CC(O)C(F)(F)F (stereo unspecified)	4.2	-26.4	10.6	5.4	-2.6	-2.8	8.6	1.8
O=C(c1ccc(F)cc1)n1c(=S)nc2ccccn21	-157.7	7.5	-162.6	-0.2	-205.4	2.9	-8.7	10.1
COc1ccc(C2(C)NC(=O)N(CC(=O)NCCC3=CCCCC3)C2=O)cc1OC (stereo unspecified)	-6.7	5.6	-9.3	-19.1	13.6	6.7	3.2	6.4
CC(=O)Nc1ccccc1NC(=O)c1cccc2ccccc12	-13.9	1.9	-3.5	7.5	5.6	5.7	1.1	6.2
Cc1[nH]c(=O)[nH]c(=O)c1S(=O)(=O)Nc1ccc(F)cc1F	4.1	-2.2	15.1	2.5	-6.6	-0.1	-2.3	13.8
COc1ccc(C2NC(=O)C(C#N)=C(S)N2c2cccc(C)c2)cc1OC (stereo unspecified)	2.7	5.3	-5.8	5.6	-3.7	-20.9	-2.8	15.4
CC(C)CC(C(=O)NCC1CCCO1)N(C(=O)Cn1nnc(-c2ccc(F)cc2)n1)c1cccc(C(F)(F)F)c1 (stereo unspecified)	7.3	3.1	-2.7	7.7	10.7	11.0	5.2	-9.1
Cc1ccc(C(=O)Oc2ccccc2N2CCOCC2)cc1	-7.3	-0.2	-1.7	6.7	21.8	8.6	8.1	25.6
Cc1ccc(S(=O)(=O)c2cc3ccccc3nc2N)cc1	10.8	-0.8	4.0	-0.2	13.5	20.3	-5.3	-11.9
CC(=O)c1cn(CC(=O)Nc2ccc(C)c(C)c2)c2ccccc12	6.6	-2.6	15.5	9.2	-25.4	5.9	-5.9	4.0
COc1ccc2ccc(OCC(=O)N3c4ccccc4NC(=O)CC3C)cc2c1 (stereo unspecified)	-9.0	-9.5	1.5	2.6	6.6	-11.2	0.9	18.3
CCNS(=O)(=O)c1ccc(NC(=O)c2c(-c3ccccc3)noc2C)cc1	22.2	0.2	16.3	5.7	5.1	6.5	4.8	-1.5
